KCNQ1 act = potentiators or activators of KCNQ1 channel, primary screen, cell-based, thallium flux, high-throughput; Potassium voltage-gated channel subfamily KQT member 1 (Homo sapiens), P51787; B-score at 10 µM; CHO-K1 KCNQ1, thallium flux FluxOR fluorescence; stronger effect = higher value; AID 2648, 2010; hit rate 0.35% among 310,000;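 active = fluorescence ratio B-score, a plate-corrected score, at least three library SD, with initial intensity B-score within 5 SD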
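Doses: Single concentration per compound, DMSO matched to controls | Test system: KCNQ1-transfected CHO-K1 cells | Timing: 90 min dye loading and 20 min compound exposure, both at room temperature | Measured by: Kinetic FluxOR thallium fluorescence, 10-s 1-Hz baseline, 110-s post-stimulus read | Medium: Assay buffer with matched DMSO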
HDAC3 inhib = HDAC3 deacetylase inhibitors, primary screen, biochemical, fluorescence, cell-free homogeneous; Histone deacetylase 3 (Homo sapiens), O15379; recombinant HDAC3, fluorogenic peptide/trypsin coupled; inhibition, % at 8.3 µM; hit rate 0.15% among 320,000; AID 2718, 2010; in the data active = inhibition above about 26%, passing the limit was not always enough; inconclusive = no clear call, values can overlap the other calls
hERG rescue = hERG rescue from dofetilide block, primary screen, cell-based, CHO-hERG, FluxOR thallium flux, dofetilide IC70. Voltage-gated inwardly rectifying potassium channel KCNH2 (Homo sapiens), Q12809. dofetilide IC70 present. activation (rescue from dofetilide block), less the hit threshold, % at 10 µM. hit rate 0.51% among 310,000. AID 1511, 2009;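 active = activation above the mean of controls blocked by dofetilide plus 5 SD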;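 also: thallium influx through hERG after potassium depolarization seen as dye fluorescence rise; in these data hits start at about 4.7%; inactives centre near -7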
KCNQ1 block = inhibitors of human KCNQ1 channel, primary screen, cell-based, thallium flux, high-throughput; Potassium voltage-gated channel subfamily KQT member 1 (Homo sapiens), P51787; CHO-K1 KCNQ1, FluxOR thallium flux fluorescence; stronger effect = higher value; B-score at 10 µM; hit rate 1.3% among 310,000;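 active = compounds whose thallium flux B-score, printed positive for inhibition, exceeds three library SD while starting fluorescence stays within three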;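 also: channel opened by potassium depolarization with thallium stimulus after 20 min compound exposure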
TMEM16A act = TMEM16A chloride channel activators or potentiators, primary screen, cell-based, HTS. Anoctamin-1 (Mus musculus), Q8BHY3. HEK293 TMEM16A/YFP-H148Q/I152L, iodide quench fluorescence; stronger effect = lower value. B-score at 10 µM. hit rate 0.3% among 340,000. AID 623877, 2012;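 active = fluorescence-ratio B-score plate-corrected deviation score at least 3 library SD below zero, with starting fluorescence score within 5 deviations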;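 also: channel opened by trigger with iodide after compound preincubation; score built on the fluorescence ratio of max minus min over baseline; more negative score means more quench and so TMEM16A activation or potentiation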
TRPC4 potent = positive allosteric modulators of TRPC4, primary screen, cell-based, mouse TRPC4beta, HEK293 mu-opioid, Fluo-4 calcium. hit rate 0.42% among 310,000. Short transient receptor potential channel 4 (Mus musculus), Q9QUQ5. B-score at 10 µM. DAMGO EC20, Fluo-4 Ca2+ flux; stronger effect = higher value;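 active = B-score of calcium response area above 5 SD of library B-scores, with initial fluorescence ratio within 5 SD of library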;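 also: B-score of integrated fluorescence ratio over time as area under calcium response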
Target sequence (Q9QUQ5 whole entry, looked up): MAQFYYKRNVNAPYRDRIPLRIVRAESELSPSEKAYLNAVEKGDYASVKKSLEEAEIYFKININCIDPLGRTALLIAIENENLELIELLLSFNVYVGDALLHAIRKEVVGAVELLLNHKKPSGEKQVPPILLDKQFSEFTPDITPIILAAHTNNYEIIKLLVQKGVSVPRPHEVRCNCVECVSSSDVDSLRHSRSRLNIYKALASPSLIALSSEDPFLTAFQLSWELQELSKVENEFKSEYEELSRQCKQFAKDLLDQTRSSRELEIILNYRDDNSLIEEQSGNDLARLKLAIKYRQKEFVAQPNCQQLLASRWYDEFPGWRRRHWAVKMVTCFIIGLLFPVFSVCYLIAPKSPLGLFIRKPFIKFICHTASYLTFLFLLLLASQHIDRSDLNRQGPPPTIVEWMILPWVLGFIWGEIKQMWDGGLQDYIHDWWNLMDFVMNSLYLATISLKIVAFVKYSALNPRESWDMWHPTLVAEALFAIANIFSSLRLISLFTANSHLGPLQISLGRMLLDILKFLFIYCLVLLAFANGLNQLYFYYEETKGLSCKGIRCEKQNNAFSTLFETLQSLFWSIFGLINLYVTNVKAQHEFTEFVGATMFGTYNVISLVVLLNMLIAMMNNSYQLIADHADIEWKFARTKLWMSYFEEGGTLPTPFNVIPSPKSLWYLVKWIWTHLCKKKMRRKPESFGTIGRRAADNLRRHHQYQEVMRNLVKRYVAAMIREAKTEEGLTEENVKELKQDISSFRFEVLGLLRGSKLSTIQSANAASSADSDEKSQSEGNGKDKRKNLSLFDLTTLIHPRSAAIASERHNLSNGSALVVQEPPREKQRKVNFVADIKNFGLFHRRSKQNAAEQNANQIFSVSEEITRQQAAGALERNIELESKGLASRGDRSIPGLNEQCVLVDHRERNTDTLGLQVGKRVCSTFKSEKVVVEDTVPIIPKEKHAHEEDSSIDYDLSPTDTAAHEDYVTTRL
KCNK3 block = human KCNK3 channel inhibitors, primary screen, CHO cells, FluxOR thallium flux, B-score. FluxOR fluorescence; stronger effect = lower value. hit rate 0.84% among 340,000. B-score at 10 µM;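 active = B-score under library mean minus 4 SD, starting fluorescence ratio at most library mean plus 5 SD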;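 also: more negative B-score means stronger inhibition of thallium flux through KCNK3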
TRPC4 act = activators of mouse TRPC4 channel, primary screen, Fluo4 calcium, HEK293 TRPC4beta/mu-opioid cells; Short transient receptor potential channel 4 (Mus musculus), Q9QUQ5; B-score at 10 µM; Fluo4 calcium fluorescence; stronger effect = higher value; hit rate 0.49% among 310,000;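 active = B-score above 5 SD of library B-scores, and initial fluorescence ratio not above library mean plus 5 SD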;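 also: positive B-score marks a calcium rise read as TRPC4 activation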
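Test system: HEK293 cells stably co-expressing mouse TRPC4beta and mu-opioid receptor | Schedule: Fluo4 dye loading 45 min at room temperature, 110 s recording | Measured by: Kinetic Fluo4 calcium fluorescence, 5 s baseline at 1 Hz | Evaluation: B score of integrated ratio | Controls: Buffer (low) and maximal DAMGO (high)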
KCNK9 inh = KCNK9 potassium channel inhibitors, primary screen, HEK293 cells, thallium flux | AID 488922, 2010 | FluxOR thallium flux fluorescence; stronger effect = lower value | B-score at 10 µM | Potassium channel subfamily K member 9 (Homo sapiens), Q9NPC2 | hit rate 1.2% among 310,000;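 active = ratio B-score over 3 SD below the library mean, with starting fluorescence within 5 SD of its mean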;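 also: negative B-score means less thallium flux so channel inhibition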
TMEM16A inh = TMEM16A chloride channel inhibitors, primary screen, cell-based, HTS. Anoctamin-1 (Mus musculus), Q8BHY3. HEK293 TMEM16A/YFP iodide influx fluorescence, ionomycin. normalized B-score (activity score, 25-100; higher = stronger inhibition) at 10 µM. hit rate 1.2% among 310,000. AID 588511, 2011;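 active = ratio plate-corrected score three or more library SD toward inhibition, starting fluorescence score within five deviations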;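 also: score derived from kinetic fluorescence span divided by baseline fluorescence per well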
Dyrk1A ADPGlo = rat Dyrk1A kinase inhibitors, primary screen, biochemical, single point, plate reader. hit rate 0.43% among 310,000. inhibition, % at 12.5 µM. Dual specificity tyrosine-phosphorylation-regulated kinase 1A (Rattus norvegicus), Q63470. ADP-Glo luminescence, NFATc1 peptide. AID 504441, 2011; in the data active = inhibition above about 50%;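 also: plate controls were vehicle with enzyme for no effect and no enzyme for full effect; many of its hits are not listed in these tables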
* marks the source's active call; other numbers are inactive results; i = inactive; ? = inconclusive; . = not tested or not shown.

molecule	TRPC4 potent	Dyrk1A ADPGlo	KCNK9 inh	KCNQ1 block	HDAC3 inhib	KCNQ1 act	TRPC4 act	TMEM16A act	KCNK3 block	TMEM16A inh	hERG rescue
COc1cccc(CNC(=O)CCC2CCCN(C(=O)c3cccc(Cl)c3)C2)c1 (stereo not given)	i	-5	i	i	5	i	i	i	i	i	-14
O=C(CCSc1ccccc1)N1CCCC1	i	0	i	i	-6	i	i	i	i	i	-3
CCN(CC)CCCN(Cc1cc2cc3c(cc2[nH]c1=O)OCCO3)C(=O)Nc1ccccc1	i	3	i	i	0	i	i	i	i	i	-6
O=C(c1ccc2c(c1)OCO2)C1CCCN(Cc2cc(F)ccc2-n2cccn2)C1 (stereo not given)	i	3	i	i	-1	i	i	i	i	i	-16
CC(=O)N1c2ccccc2C(=O)OC1c1cccnc1 (stereo not given)	i	0	i	i	-1	i	i	i	i	i	-8
CCc1ccccc1NC(=O)N[C@@H](C)C(=O)OC	i	-4	i	i	-3	i	i	i	i	i	-3
Cc1ccccc1-n1ncc2c([N+](=O)[O-])cc([N+](=O)[O-])cc21	i	8	i	i	2	i	i	i	i	i	-10
COc1ccc(-c2csc(N)n2)cc1F	i	-2	i	i	-2	i	i	i	i	i	-18
O=C(Nc1ccncc1)c1cn(-c2ccccc2)nc1-c1cccs1	i	-4	i	i	-5	i	i	i	i	i	-11
COC(CN(C)C(C(=O)NC1CCCCC1)c1ccccc1)OC (stereo not given)	i	-6	i	i	-4	i	i	i	i	i	-3
COc1cc(NC(=O)c2cc(OC)c(OC)c(OC)c2)cc(-n2cnnn2)c1	i	0	i	i	3	i	i	i	i	i	-7
Cc1nn(Cc2noc(C(=O)NCc3ccc4c(c3)OCO4)n2)c(C)c1Br	i	-8	i	i	-1	i	i	i	i	i	-11
O=C(CCc1c[nH]c2ccccc12)N1CCCC1	i	15	i	i	-7	i	i	i	i	i	-1
Cc1ccc(CCNC(=O)Cn2ncc3c([nH]c4ccccc43)c2=O)cc1	i	-4	i	i	-1	i	i	i	i	i	-7
CCCn1c(-c2ccc(C(=O)OC)cc2)nc2c1c(=O)[nH]c(=O)n2Cc1ccccc1	i	0	i	i	0	i	i	i	i	i	-5
COc1ccccc1C(=O)NCC(=O)NC(C)c1ccc(-n2ccnc2)cc1 (stereo not given)	i	-4	i	i	-2	i	i	i	i	i	-9
CCOC(=O)c1cc(S(=O)(=O)N2CCC(C)CC2)cn1C	i	-1	i	i	-5	i	i	i	i	i	-2
CC(=O)NCC1CCCN(Cc2cn(-c3ccccc3F)nc2-c2cc(C)sc2C)C1 (stereo not given)	i	6	i	i	1	i	i	i	i	i	-14
Nc1ccccc1SCc1ccccc1Cl	i	.	i	i	-2	i	i	i	i	i	-12
C1=CCN(Cc2ccccc2)C1	i	-4	i	i	-6	i	i	i	i	i	-6
COc1ccc(CCNC(=O)c2ccccc2NC(=O)C2=C(C)OCCS2)cc1OC	i	.	i	i	1	i	i	i	i	i	-9
COCCNC(=O)c1onc(CSc2cccc(C)c2)c1C(=O)O	i	-3	i	i	-7	i	i	i	i	i	-9
CCO/C=C1/C(=O)N(c2ccccc2OC)C(=O)c2ccccc21	i	.	i	i	-5	i	i	i	i	i	-14
CCCC(=O)Nc1ccc(-c2nc3cc(C)ccc3o2)cc1	i	4	i	i	-31	i	i	i	i	i	-3
COc1ccc(Cl)cc1NC(=O)Nc1cnccn1	i	0	i	i	-1	i	i	i	i	i	-8
O=C(/C=C/c1ccc(Br)cc1)NC1CCCCCC1	i	-1	i	i	-1	i	i	i	i	i	-10
COc1ccc(CNC(=O)C(C)n2nc(C)n3c(cc4occc43)c2=O)cc1 (stereo not given)	i	1	i	i	-2	i	i	i	i	i	-9
Cc1ccc(C)c(OCCCN2CCNCC2)c1	i	4	i	i	-14	i	i	i	i	i	-8
CC(NC(=O)C1CCN(c2nnc(-n3cccc3)s2)CC1)C12CC3CC(CC(C3)C1)C2 (stereo not given)	i	-2	i	i	5	i	i	i	i	i	-10
Cc1cccc(NS(=O)(=O)c2ccc(NC(=O)N3CCCCC3)cc2)c1	i	.	i	i	1	i	i	i	i	i	-4
Cc1cc(C)nc(-n2nc(C)c(C3(O)C(=O)Nc4ccc(F)cc43)c2N)n1 (stereo not given)	i	-7	i	i	2	i	i	i	i	i	-6
CC(=O)N1CCn2c3ccc(C)cc3c3cccc1c32	i	12	i	i	-11	i	i	i	i	i	-14
CCOC(=O)C(C)/C(C)=N\Nc1ccc([N+](=O)[O-])cc1[N+](=O)[O-] (stereo not given)	i	-1	i	i	9	i	i	i	i	i	-24
O=C(Nc1ccccc1Oc1ccccc1)C1CC1	i	10	i	i	-6	i	i	i	i	i	-6
O=c1c2ccccc2[nH]c(=S)n1Cc1ccc2c(c1)OCO2	i	-5	i	i	7	i	i	i	i	i	-9
Cc1nc(CC(=O)Nc2nc(C(C)(C)C)cs2)cs1	i	5	i	i	-1	i	i	i	i	i	-9

Record cards, as listed above. Screens in order: TRPC4 potent, Dyrk1A ADPGlo, KCNK9 inh, KCNQ1 block, HDAC3 inhib, KCNQ1 act, TRPC4 act, TMEM16A act, KCNK3 block, TMEM16A inh, hERG rescue
Results for `O=c1c2ccccc2[nH]c(=S)n1Cc1ccc2c(c1)OCO2` : i, -5, i, i, 7, i, i, i, i, i, -9
Results for `O=C(Nc1ccccc1Oc1ccccc1)C1CC1` : i, 10, i, i, -6, i, i, i, i, i, -6

Next section.
molecule	TRPC4 potent	Dyrk1A ADPGlo	KCNK9 inh	KCNQ1 block	HDAC3 inhib	KCNQ1 act	TRPC4 act	TMEM16A act	KCNK3 block	TMEM16A inh	hERG rescue
C[C@@H]1CCC[C@]2(O[C@H](CCO)C[C@@H](O)[C@@H]2O)O1	i	3	i	i	2	i	i	i	i	i	-4
O=C(CSc1nnc(-c2cnccn2)n1Cc1ccco1)Nc1ccc(Br)cc1	i	7	i	i	3	i	i	i	i	i	1
Cc1cccc(N2CCN(C(=O)C3CCN(S(=O)(=O)c4cccc5cccnc45)CC3)CC2C)c1 (stereo not given)	i	2	i	i	9	i	i	i	i	i	-7
COCCn1c(=O)[nH]c2cc(C(=O)Nc3cc(OC)c(OC)c(OC)c3)ccc2c1=O	i	-3	i	i	6	i	i	i	i	i	-10
CC(=O)c1c(C)nn(CC(O)COc2ccc3ccccc3c2)c1C (stereo not given)	i	.	i	i	.	i	i	i	i	i	1
COc1ccc(NC(=O)CC2CCCC2)cc1S(=O)(=O)N1CCCCC1	i	0	i	i	0	i	i	i	i	i	-6
CCCCn1c(/N=C/c2ccc(N(C)C)cc2)nc2ccccc21	i	8	-12*	11*	13	i	i	i	-11*	i	-9
Cc1ccccc1NCc1ccccc1O	i	2	i	i	1	i	i	i	i	i	-9
CN(C(=O)c1ccccc1Cl)c1ccccc1C(=O)NCc1ccccc1	i	-14	i	i	3	i	i	i	i	i	-9
CCOC(=O)CC(/C(C)=N\O)c1ccccc1 (stereo not given)	i	-1	i	i	-5	i	i	i	i	i	-7
Cc1ccc(/C=N/n2c(C)nnc2C)cc1	i	-8	i	i	4	i	i	i	i	i	-9
Clc1nc(NCc2ccco2)nc(N2CCCCC2)n1	i	-1	i	i	-5	i	i	i	i	i	-3
O=C(NCCc1ccc(Cl)cc1)/C(=C/c1cccnc1)NC(=O)c1ccccc1	i	4	i	i	5	i	i	i	i	i	-7
C/C(=N\NC(=O)CSCc1ccc([N+](=O)[O-])cc1)c1ccccc1	i	-2	i	i	1	i	i	i	i	i	-4
CCC(C(=O)N1CCC(C(N)=O)CC1)n1nc(C)n2c(cc3occc32)c1=O (stereo not given)	i	2	i	i	11	i	i	i	i	i	-10
COc1ccc(CN2CCNC(=O)C2CC(=O)N(C)Cc2nccs2)c(OC)c1 (stereo not given)	i	-4	i	i	-6	i	i	i	i	i	-6
Cc1[nH]n(-c2cccc(Cl)c2)c(=O)c1C=NCC(C)C	i	.	i	i	9	i	i	i	i	i	-9
COC1CCCCC1Nc1ccc(C)c(C)c1 (stereo not given)	i	1	i	i	0	i	i	i	i	i	-5
CN(C)CCN(C(=O)c1ccc2ccccc2c1)c1nc2ccc(F)cc2s1	i	0	i	i	6	i	i	i	i	i	-6
Cc1cccc(C(P(=O)(c2ccccc2)c2ccccc2)P(=O)(c2ccccc2)c2ccccc2)n1	i	2	i	i	3	i	i	i	i	i	-3
CCC1CCCCN1Cc1nc2c(c(=O)n(C)c(=O)n2C)n1CCC(C)C (stereo not given)	i	-2	i	i	-2	i	i	i	i	i	-8
O=C(Nc1cccc(NC(=O)c2ccc(Br)o2)n1)c1ccc(Br)o1	i	-3	i	i	?	i	i	i	i	i	-10
O=C(Nc1ccc(Oc2ccccc2)cc1)c1ccco1	i	-2	-10*	i	-4	i	i	i	i	i	-8
O=C(CN1CCOCC1)N/N=C/C(Br)=C\c1ccccc1	i	.	i	i	9	i	i	i	i	i	-8
Cc1ccc2cc(CN(CC3CCCO3)C(=S)Nc3ccccc3)c(=O)[nH]c2c1C (stereo not given)	i	-4	i	i	9	i	i	i	i	i	-12
Cc1ccc(C)c(Nc2ccc(C(=O)NCCc3ccccc3)cn2)c1	i	-3	i	i	6	i	i	i	i	i	-2

Bioassay records as filed in PubChem.

Only part of the results is shown, so the mix of outcomes need not match the whole.
